# Source: PubChem BioAssay (National Center for Advancing Translational Sciences (NCATS))
# USP1 inh – USP1/UAF1 (human) deubiquitinase inhibition | 390,000 compounds, 0.23% hits | AID 743255 | Potency, µM (doses to about 57.1 µM), for inactives: at the highest dose activity change, negative = inhibition, actives largely listed as inhibitors | recombinant USP1/UAF1, Ub-Rhodamine cleavage fluorescence; further: potency means the concentration at half of the fitted maximal effect; on the % scale 0 is the no-effect control and ±100 the full control effect; nearly all actives have a fitted effect of over 60% in size; inactives centre near -12
#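 In this screen, compounds sit with the deubiquitinase complex (1nM) for 15 min at room temperature before Ub-Rho is added at 150nM final. Fluorescence rise is then followed for 6 reads every 60 seconds.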
# Pin1 inhibitor – human Pin1 inhibition | Q13526 | 390,000 compounds, 0.009% hits | Potency, µM (top dose mostly 115 µM), for inactives: top-dose activity, negative = inhibition, usual class: inhibitors | Pin1 FP peptide displacement, HiFluor488, 10 min; active means well fitted inhibition curve with a large enough effect in the polarisation, with a control signal flat, not every such curve was filed as active; inconclusive means small, poorly fitted or top-dose-only effect, or effect the other way, or a change in a side signal; inactive means no such curve, though single readings can be large or run the other way; the % refers to the polarisation; further: potency means the concentration at half of the fitted maximal effect; on the % scale 0 is the no-effect control and ±100 the full control effect
# PI4K2A block – blocks human PI4K2A kinase activity | Q9BTU6 | purified PI4K2A, ADP-Glo luminescence, 1 h; stronger effect = lower value | activity change, negative = inhibition, % at 76.9 µM | 420,000 compounds, 0.13% hits | AID 1346378; in the data active means activity change below about -50%; inconclusive means mostly about -30% to -49%;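 further: -100% = wells without enzyme as full effect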
#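 In this quantitative HTS, ADP production by PI4K2A was quantified luminescently after 1 h at ambient temperature; 100 microM adenosine served as plate-quality control.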
# rTrxR1 inhibitor – blocks rat thioredoxin reductase 1; 390,000 compounds, 1% hits; Potency, µM (series often up to 114 µM), inactives show at the top dose activity change, negative = inhibition, hits mostly inhibitors; recombinant rTrxR1, NADPH fluorescence consumption, selenite substrate; AID 588453; further: potency means the concentration at half of the fitted maximal effect; on the % scale 0 is the no-effect control and ±100 the full control effect; nearly all actives have a fitted effect of over 65% in size
#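 Rat TrxR1 (90 nM in the dispensed reagent) was pre-reduced with 400 uM NADPH for 5 min at room temperature, then incubated with compound for 15 min. After 400 uM selenite was added, NADPH fluorescence (Ex 340/Em 450 nm) was followed for 8 min.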
# HP1b chromo inh – inhibitors of HP1-beta chromodomain binding to methylated histone tails. Potency, µM (series often up to 114 µM), for the others: at the top dose activity change, negative = inhibition, hits mostly inhibitors. 390,000 compounds, 0.56% hits. AlphaScreen HP1-beta / biotin-H3K9me3 peptide binding. P83916; further: potency means the concentration at half of the fitted maximal effect; nearly all actives have a fitted effect of over 70% in size; inactives centre near 23
# Target sequence (P83916 whole entry, looked up): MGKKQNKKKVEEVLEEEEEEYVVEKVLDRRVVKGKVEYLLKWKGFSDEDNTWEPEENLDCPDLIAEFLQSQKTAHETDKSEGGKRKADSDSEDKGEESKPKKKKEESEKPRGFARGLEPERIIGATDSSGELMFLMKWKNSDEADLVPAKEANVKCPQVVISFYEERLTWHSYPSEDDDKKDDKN
#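 Compound inhibition of the preformed complex between 50 nM HP1-beta and 50 nM biotinylated H3K9me3 peptide was read by AlphaScreen. Buffer was PBS pH 7.4 with 0.01% Tween-20. Incubations ran 30 min at room temperature, with 10 ug/mL donor/acceptor beads.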
# GLS inhibitor – inhibitors of human glutaminase (GLS). GLS enzymatic activity, qHTS titration. Potency, µM (doses to about 45.5 µM), for inactives: top-dose activity change, negative = inhibition, most hits filed as inhibitors. AID 624170. 410,000 compounds, 0.21% hits. O94925; further: potency means the concentration at half of the fitted maximal effect; on the % scale 0 is the no-effect control and ±100 the full control effect
#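 hKGA in 45 mM KH2PO4 pH 8.2, 0.02% Tween-20 with pin-transferred compounds; 1 mM L-glutamine (stock) plus glutamate oxidase/HRP/Amplex Red coupling added. Fluorescence read initially and after 30 min at RT.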
# PGK inhibitor – inhibitors of T. brucei phosphoglycerate kinase; P07378; PGK/GAPDH coupled, Kinase-Glo luminescence, 60 min; Potency, µM (top dose mostly 57.5 µM), inactives show top-dose activity change, negative = inhibition, most hits filed as inhibitors; 380,000 compounds, 0.043% hits; AID 602233; further: potency means the concentration at half of the fitted maximal effect; on the % scale 0 is the no-effect control and ±100 the full control effect; nearly all actives have a fitted effect of over 60% in size
# Target sequence (P07378 whole entry, looked up): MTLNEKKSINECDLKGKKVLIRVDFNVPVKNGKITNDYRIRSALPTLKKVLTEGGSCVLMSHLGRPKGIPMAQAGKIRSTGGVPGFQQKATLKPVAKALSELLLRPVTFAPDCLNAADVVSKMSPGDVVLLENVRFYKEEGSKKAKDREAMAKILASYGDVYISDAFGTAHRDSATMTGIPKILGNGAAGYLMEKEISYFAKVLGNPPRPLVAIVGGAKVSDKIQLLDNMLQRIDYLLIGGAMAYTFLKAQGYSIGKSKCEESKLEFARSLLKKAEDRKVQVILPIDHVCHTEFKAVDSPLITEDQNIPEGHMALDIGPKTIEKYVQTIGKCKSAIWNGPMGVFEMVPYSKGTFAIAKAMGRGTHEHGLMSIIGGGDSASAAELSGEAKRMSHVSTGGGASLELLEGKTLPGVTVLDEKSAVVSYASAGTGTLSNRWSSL
#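 Recombinant glycosomal PGK reaction used 1,3-bisphosphoglycerate generated in-well by GAPDH (100nM final) in 100mM TEA pH 7.6, 5mM MgCl2, 0.01% Tween-20. After 60 minutes at room temperature, ATP was read by Kinase-Glo Plus luminescence end-point.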
# IDH1 R132H inh – human IDH1 R132H inhibition | O75874 | 390,000 compounds, 0.093% hits | Potency, µM (titrated, usually from 76.6 µM), without a hit: top-dose activity change, negative = inhibition, actives largely listed as inhibitors | IDH1-R132H enzyme, NADPH consumption, diaphorase/resazurin fluorescence; further: potency means the concentration at half of the fitted maximal effect; on the % scale 0 is the no-effect control and ±100 the full control effect; nearly all actives have a fitted effect of over 65% in size
# Target sequence (O75874 whole entry R132H, stated change not applied): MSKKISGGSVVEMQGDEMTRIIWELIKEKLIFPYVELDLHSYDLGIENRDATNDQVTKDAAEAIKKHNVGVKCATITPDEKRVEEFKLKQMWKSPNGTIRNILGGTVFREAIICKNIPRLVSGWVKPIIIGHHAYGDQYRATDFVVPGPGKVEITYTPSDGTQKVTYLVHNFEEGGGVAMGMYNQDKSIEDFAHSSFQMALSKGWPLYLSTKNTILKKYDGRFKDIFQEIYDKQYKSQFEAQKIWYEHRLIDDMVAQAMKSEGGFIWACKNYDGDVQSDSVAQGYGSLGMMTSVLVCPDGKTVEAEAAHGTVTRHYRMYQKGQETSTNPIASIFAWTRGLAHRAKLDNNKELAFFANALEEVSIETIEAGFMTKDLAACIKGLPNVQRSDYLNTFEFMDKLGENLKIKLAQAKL
#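 IDH1-R132H (0.5 ug/mL dispensed) in pH 7.5 Tris buffer was preincubated 30 min with compound, then given a substrate mix of 0.016 mM NADPH and 2 mM alpha-KG for 80 min at room temperature; remaining NADPH was read by diaphorase/resazurin fluorescence.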
# TrxR1 substrate – rat thioredoxin reductase 1 substrate activity; 390,000 compounds, 0.01% hits; purified TrxR1 substrate turnover, NADPH consumption readout; AID 588456; Potency, µM (titrated, usually from 114 µM), without a hit: at the top dose activity change, negative = substrate turnover; O89049; further: potency means the concentration at half of the fitted maximal effect; on the % scale 0 is the no-effect control and ±100 the full control effect; nearly all actives have a fitted effect of over 50% in size
#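 Rat TrxR1, dispensed at 90 nM, was prereduced with 400 uM NADPH (final) for 5 min at ~22 deg C, then incubated with compound 15 min before 400 uM selenite. A first-read NADPH fluorescence drop versus no-compound background flagged substrates.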
# Starred values were filed as active, the others as inactive; i = inactive; ? = inconclusive; / = not tested or not shown; [ ] = dose if it differs, or a comment. Unless noted, the call rests on the fitted dose curve; in most records, active means well fitted curve in the direction sought with a large enough effect; inconclusive means small, poorly fitted or top-dose-only effect, or another doubt; inactive means no such curve, though single readings can be large; an effect the other way counts as inactive or inconclusive. An excerpt. The share of hits here may be higher or lower than overall.
SMILES,USP1 inh,Pin1 inhibitor,PI4K2A block,rTrxR1 inhibitor,HP1b chromo inh,GLS inhibitor,PGK inhibitor,IDH1 R132H inh,TrxR1 substrate
COc1ccccc1Nc1nnc(SCC(=O)c2c(N)n(C3CC3)c(=O)[nH]c2=O)s1,-21%,8%,2,4%,23%,-13%,3%,-15%,4%
COc1ccc(NC(=O)/C(C#N)=C\c2cc(C)n(-c3ccc4c(c3)OCO4)c2C)cc1,-17%,?,-17,9%[57.1 µM],-12%,16%,4%,-3%,5%[57.1 µM]
CC(C)NC(=O)Cn1cc(C(=O)C(=O)N2CCOCC2)c2ccccc21,-19%,-2%,0,11%,27%,-4%,1%,3%,2%
CS(=O)(=O)c1ccccc1-c1nnc(-c2ccc(Cl)cc2)o1,-7%,1%,4,14%[57.1 µM],59%[activator],-12%,1%,6%,15%[57.1 µM]
Cc1cc(C)cc(NC(=O)C2CCN(S(=O)(=O)c3ccc4[nH]c(=O)ccc4c3)CC2)c1,-23%,17%,2,-5%[57.1 µM],12%,-3%,-8%,-2%,10%
CCC1(c2ccccc2)NC(=O)N(Cc2ccc(C(=O)OC)cc2)C1=O (stereo unspecified),-19%,10%,3,11%[57.1 µM],52%[activator],-16%,3%,3%,3%[57.1 µM]
CCN(CC(=O)Nc1c(F)cccc1F)C(=O)CCC(=O)c1ccc(C)cc1,-5%,13%,-1,1%,16%,-4%,-7%,5%,2%
COC(=O)c1cc(Cl)c(NC(=O)c2ccc(C(C)(C)C)cc2)cc1OC,-19%,0%,2,24%,54%[activator],-8%,i,3%,7%
O=c1[nH]nc(N/N=C/c2ccc(Cl)cc2Cl)c(=O)[nH]1,-21%,-6%,4,-12%,-20%,-7%,-14%,5%,-15%
O=C(c1ccco1)N1CCN(c2nc(-c3ccc(F)cc3)cs2)CC1,-15%,?,6,-1%[57.1 µM],-50%,18%,-1%,-4%,-3%[57.1 µM]
Cc1ccc(NC(=O)NCC(c2cccnc2)N2CCOCC2)cc1 (stereo unspecified),-20%,-1%,1,3%,56%[activator],1%,-3%,-4%,2%
CC12CCC3c4ccc(O)cc4CCC3C1CC(O)C2O (stereo unspecified),-21%,1%,-5,4%,21%,-4%,-8%,11%,5%
Cc1nn(-c2ccc3ccccc3c2)c(=O)c2ccccc12,3%,1%,-3,2%,51%[activator],1%,1%,4%,-5%
CC(C)CNC(=O)NC(=O)COc1ccc(C=O)cc1,-7%,1%,3,14%,28%,0%,8%,-1%,5%
Clc1cccc(Cl)c1CSc1cc2c(nn1)-c1ccccc1CC2,-13%,-5%,-1,-1%,43%[activator],-8%,-3%,5%,0%
O=C(Nc1ccccc1)Nc1snnc1C(=O)Nc1cccc(O)c1,-18%,25%,4,19%[57.1 µM],10%,0%,-8%,-4%,5%[57.1 µM]
NC(=O)c1ccc(OCC(F)(F)F)nc1,-8%,-4%,-3,33%,36%,-3%,-9%,0%,3%
COc1ccc(-c2nc(NC(=O)CSCCO)sc2C)cc1,-21%,1%,2,10%[57.1 µM],15%,12%,0%,-4%,9%[57.1 µM]
COc1ccc(CCNC(=O)CSc2nc3ccsc3c(=O)n2CC2CCC(C(=O)O)CC2)cc1OC (stereo unspecified),-11%,2%,6,1%,38%,-14%,i,-2%,-8%
CN(c1ccccc1)C1CCCCC1NS(=O)(=O)c1ccc(Cl)cc1 (stereo unspecified),-25%,-1%,2,20%,25%,14%,i,-13%,-3%
O=C(c1cc2cc3ccc(Cl)cc3nc2o1)N1CCCCCC1,-28%,-1%,-2,26%,41%[activator],-4%,i,-4%,6%
N#Cc1cc(-c2ccccc2)nnc1Sc1ccc(F)cc1,-1%,-9%,5,16%[57.1 µM],7%,-7%,i,-1%,5%[57.1 µM]
CSc1cccc(CN2CCCC(CO)(Cc3cccc(Cl)c3)C2)c1 (stereo unspecified),-23%,1%,5,5%,15%,1%,-4%,11%,-1%
COCCNC(=O)C(c1ccco1)N(Cc1ccc(OC)cc1)C(=O)Cn1nnc2ccccc21 (stereo unspecified),-6%,-8%,3,1%,7%,1%,i,8%,-4%
Cc1nn(-c2ccccc2)nc1C(=O)NN,-14%,-7%,3,29%,53%[activator],5%,-7%,2%,0%
CCNc1nc(=S)nc(NC(C)C)[nH]1,-9%,1%,5,-5%[57.1 µM],46%[activator],-11%,-1%,7%,-5%
CCCOC(=O)CSc1nc(N2CCOCC2)c2c(c1C#N)CC(C)(C)OC2,-34%,3%,-3,-5%,23%,5%,5%,-6%,-6%
COc1cc2c(C(=O)N3CCN(C)CC3)c(C)n(-c3ccccc3)c2cc1Br,-21%,-6%,4,2%,31%,/,0%,6%,10%
CC(C)CC#Cc1ccc2c(c1)O[C@H](CN(C)C(=O)Cc1ccncc1)[C@H](C)CN([C@H](C)CO)S2(=O)=O,-11%,/,8,/,/,-1%,-3%,-3%,/
CCOC(=O)N1CCC(NC(=O)Cn2ncc3c2-c2cc(C)ccc2OC3)CC1,-21%,-2%,-2,15%[57.1 µM],25%,-1%,i,9%,6%[57.1 µM]

# Profiles, looked up by structure. Order of screens: USP1 inh, Pin1 inhibitor, PI4K2A block, rTrxR1 inhibitor, HP1b chromo inh, GLS inhibitor, PGK inhibitor, IDH1 R132H inh, TrxR1 substrate
# Profile of `NC(=O)c1ccc(OCC(F)(F)F)nc1` = -8%, -4%, -3, 33%, 36%, -3%, -9%, 0%, 3%
# Profile of `COc1cc2c(C(=O)N3CCN(C)CC3)c(C)n(-c3ccccc3)c2cc1Br` = -21%, -6%, 4, 2%, 31%, /, 0%, 6%, 10%
# Profile of `O=C(c1cc2cc3ccc(Cl)cc3nc2o1)N1CCCCCC1` = -28%, -1%, -2, 26%, 41%[activator], -4%, i, -4%, 6%
# Profile of `Cc1nn(-c2ccccc2)nc1C(=O)NN` = -14%, -7%, 3, 29%, 53%[activator], 5%, -7%, 2%, 0%
# Profile of `CN(c1ccccc1)C1CCCCC1NS(=O)(=O)c1ccc(Cl)cc1` (stereo unspecified) = -25%, -1%, 2, 20%, 25%, 14%, i, -13%, -3%

# Additional compounds
SMILES,USP1 inh,Pin1 inhibitor,PI4K2A block,rTrxR1 inhibitor,HP1b chromo inh,GLS inhibitor,PGK inhibitor,IDH1 R132H inh,TrxR1 substrate
CN(C)CCNC(=O)C(=O)NCC1OCCN1S(=O)(=O)c1cc(F)ccc1F (stereo unspecified),-18%,-4%,-6,-4%,18%,7%,i,9%,-5%
Cc1ccnc(NC(=O)COc2ccc(Cl)cc2)n1,-23%,1%,12,15%,42%[activator],-15%,-9%,-1%,4%
CCOC(=O)c1ccc(S(=O)(=O)NC2CCC(C)CC2)cc1 (stereo unspecified),-25%,3%,-1,27%,71%[activator],-6%,-3%,3%,0%
Nc1nc2c(Cl)ccc(Cl)c2s1,?,-3%,5,18%[57.1 µM],23%,-6%,1%,6%,4%
COc1ccc(NC(=O)CCc2c(C)nc3c(-c4ccccc4)c(C)nn3c2C)cc1Cl,-21%,-13%,1,8%,32%,2%,-4%,2%,6%
COc1ccc(Cc2nnc(NC(=O)c3cccs3)s2)cc1OC,-9%,-5%,-1,3%[57.1 µM],18%,3%,6%,7%,6%[57.1 µM]
Cc1ccc(C(=O)CCC(=O)Nc2ccc(C)cn2)cc1,-20%,-3%,-2,25%,15%,2%,-6%,-8%,6%
CC(C)OC(=O)CCC(=O)Nc1nc2ccccc2s1,-5%,0%,4,18%,4%,-3%,/,-4%,7%
CC(C)=CC(=O)OCC(=O)Nc1ccc(F)cc1Cl,4%,-5%,4,-7%,12%,2%,-6%,6%,-3%
O=C(CNC(=O)c1ccc(Br)o1)NCc1cccc(Cl)c1,-14%,-7%,1,13%,25%,5%,9%,-8%,5%
COC(=O)c1ccc(NC(=O)CS(=O)(=O)Cc2ccccc2)cc1,-14%,1%,7,13%,-14%,3%,i,2%,4%
O=[N+]([O-])C(/C=C(\Cl)[N+](=O)[O-])=C(N1CCCCC1)N1CCCCC1,-10%,44%[activator],3,20µM*,7%,-21%,i,-8%,-19%
COc1ccccc1C(=O)Nc1ccc(C(=O)N2CCCCC2)cc1,-2%,5%,-1,-12%,33%,6%,1%,4%,-11%
CC1=N/C(=C\c2ccc([N+](=O)[O-])cc2)C(=O)N1c1ccc(Cl)cc1,7%,-1%,1,-16%,-6%,?,-2%,0%,-9%
COc1cc2c(C(=O)N(C)c3cc(Cl)ccc3OC)cn(C)c(=O)c2cc1OC,-13%,-10%,0,9%[57.1 µM],8%,-13%,i,-6%,-8%

# A section taken from the entries so far:
SMILES,USP1 inh,Pin1 inhibitor,PI4K2A block,rTrxR1 inhibitor,HP1b chromo inh,GLS inhibitor,PGK inhibitor,IDH1 R132H inh,TrxR1 substrate
Cc1ccc(NC(=O)NCC(c2cccnc2)N2CCOCC2)cc1 (stereo unspecified),-20%,-1%,1,3%,56%[activator],1%,-3%,-4%,2%
CC12CCC3c4ccc(O)cc4CCC3C1CC(O)C2O (stereo unspecified),-21%,1%,-5,4%,21%,-4%,-8%,11%,5%
